RSV antiviral HEp-2 = RSV antiviral activity via CPE protection, HEp-2 cells, primary 10 µM value included (AID 2391); HEp-2 cells, RSV-induced CPE inhibition; higher % means a stronger effect; CPE inhibition, % at 10 µM; hits with a dose series show IC50 in µM; 310,000 tested, 0.13% active; in the data active = a potency from the dose series; note: strong numbers were not always called active
UTI89 phage lysis = inhibition of K1F phage lysis, E. coli UTI89, bacterial capsule biogenesis inhibitors, alamar blue (AID 488966); E. coli UTI89 K1F phage lysis, alamar blue, 2 h; higher % means a stronger effect; one-dose inhibition, % at 100 µM; IC50 in µM for titrated hits; 340,000 tested, 0.02% active;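 active = phage lysis inhibition, versus mean bacterial control, above a set limit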;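 note: capsule biogenesis inhibitors block K1F phage lysis so surviving cells raise fluorescence; higher fluorescence means more inhibition of phage lysis; actives were called in the ten point dose series up to 300 µM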
T cell modulator = modulates CD8 T cell binding to vesicles; 2C CD8+ T cell-vesicle binding, flow cytometry; stronger effect = lower value; calls only at 7 µM; 330,000 tested, 0.068% active;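 active = response, share of CD8 T cells binding vesicles, and their 90th percentile fluorescence all below set limits, cut at about 80% in these data, passing the limit was not always enough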
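Incubation: binding step 1.5 h, 37 °C, antibody labelling 20 min, ice; system: murine 2C transgenic CD8+ T lymphocytes; technique: cytometric PE anti-B7-1 and Alexa647 anti-CD8 signals after 1% paraformaldehyde fixation; also added: QL9-charged Drosophila Ld/ICAM-1/B7-1 vesicles; control set: naked versus QL9-loaded vesicles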
M1AAP inhibition = malaria alanyl aminopeptidase activity blockers – biochemical, fluorogenic H-Leu-NHMec substrate, 1536-well (AID 1445); one-dose inhibition, % at 30 µM; IC50 in µM for titrated hits; recombinant M1AAP, H-Leu-NHMec fluorogenic kinetic assay; higher % means a stronger effect; 220,000 tested, 0.42% active;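 active = primary inhibition above the hit cutoff, then over 50% inhibition at one or more dose response concentrations, cut at about 23% in these data, passing the limit was not always enough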;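 note: plate controls were DMSO full reaction for no effect and no enzyme background for full effect; strong numbers were not always called active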
TNAP activators = human TNAP enzyme activators, primary screen, biochemical, luminescent, no phosphate acceptor, uHTS (AID 1001); activation fold at 20 µM, or EC50 in µM where a hit was titrated; 200,000 tested, 0.03% active; purified TNAP, luminescent activation assay, no phosphate acceptor; higher activation fold means a stronger effect; in the data active = activation fold from about 3, or a potency from the dose series; inactive = the rest, 99 in 100 with activation fold below about 1.6; note: many of its hits are not listed in these tables
human PMI inhibitors = MPI inhibition at elevated mannose 6-phosphate – biochemical, fluorescence intensity, high mannose 6-phosphate, primary screen (AID 1220). recombinant PMI enzyme, coupled fluorescence intensity; higher % means a stronger effect. one-dose inhibition, % at 20 µM; IC50 in µM for titrated hits. 190,000 tested, 0.66% active
PMI inhibitors = inhibitors of human PMI, primary screen, biochemical, fluorescence intensity, coupled assay (AID 1209) | purified PMI enzyme, coupled fluorescence intensity; higher % means a stronger effect | inhibition, % at 20 µM; hits with a dose series show IC50 in µM | 190,000 tested, 0.42% active;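 note: plate controls were DMSO vehicle for no effect and wells lacking substrate for full effect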
P. falciparum M17LAP = P. falciparum M17LAP inhibitors, primary screen, biochemical, fluorogenic H-Leu-NHMec substrate, 1536-well (AID 1619); recombinant M17LAP, H-Leu-NHMec fluorogenic kinetic assay; higher % means a stronger effect; inhibition, % at 30 µM; hits with a dose series show IC50 in µM; 220,000 tested, 0.38% active;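 active = compound inhibiting the enzyme by more than half at any dose during confirmatory dose-response retesting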;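 note: plate controls were full reaction with DMSO carrier for no effect and no enzyme background for full effect; strong numbers were not always called active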
West Nile antiviral = inhibition of WNV-induced cytopathic effect – cell-based, CPE readout (AID 1621). CPE inhibition, % at 10 µM; hits with a dose series show IC50 in µM. West Nile virus-infected cells, CPE inhibition; higher % means a stronger effect. 290,000 tested, 0.02% active; in the data active = a potency from the dose series; note: strong numbers were not always called active
T cell modulator vesicle-bound % = also measured in T cell modulator; calls as there; double positive events, %; measured here: CD8+ vesicle-bound cell fraction;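 binding gate set so that unloaded-vesicle control wells show 10% double positive cells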
* marks the source's active call; other numbers are inactive results; i = inactive; nt = no result given; [ ] = dose if it differs, or a comment. Cut-off read from the data, not from the text of the source, unless noted: active = inhibition above about 50%; inactive = the rest.

SMILES	RSV antiviral HEp-2	UTI89 phage lysis	T cell modulator	T cell modulator vesicle-bound %	M1AAP inhibition	TNAP activators	human PMI inhibitors	PMI inhibitors	P. falciparum M17LAP	West Nile antiviral
CCc1ccc(NC2=CC(=O)CC(c3ccco3)C2)cc1 (stereo not drawn)	0.6%	0.4%	i	28.0	17.0%	1.1	9.8%	-5.2%	-2.0%	-0.6%
COc1ccccc1N(C(=O)c1csnn1)C(C(=O)NC1CCCC1)c1ccccc1 (stereo not drawn)	2.5%	0.0%	i	33.4	nt	nt	nt	nt	nt	-0.1%
COc1ccc(C(=O)c2cn[nH]c2-c2cc(Cl)ccc2O)cc1	0.4%	-3.8%	i	38.6	4.0%	2.4	-1.3%	-5.4%	24.7%	1.6%
CCC(C)(C)C1CCc2c(sc(N)c2C(N)=O)C1 (stereo not drawn)	1.6%	-1.1%[50 µM]	i	43.5	7.1%	1.3	-16.3%	-4.9%	1.9%	-1.6%
O=C(Nc1cccc(Cl)c1)Nc1ccccc1C(=O)NCc1ccco1	1.8%	1.1%	i	30.1	17.6%	1.1	6.9%	9.5%	1.7%	0.7%
Cc1ccc(OCc2nnc(SCC(=O)Nc3cccc4ccccc34)n2-c2ccccc2)cc1	12.5%	-0.7%	i	26.5	3.4%	1.1	18.9%	15.1%	28.7%	nt
C=C(C)c1cccc(C(C)(C)NC(=O)N2CCCC2)c1	-0.1%	1.4%	i	23.5	1.6%	1.1	-7.9%	-18.1%	-6.3%	0.0%
Cc1ccc(S(=O)(=O)N(CC(O)CN2CCCCC2)c2ccccc2)cc1 (stereo not drawn)	1.2%	i	i	38.2	5.5%	1.1	1.9%	2.3%	-2.1%	-0.2%
Cc1cccc(NC(=O)CSc2nnc(C)n2Cc2ccccc2)c1	-0.2%	-0.1%	i	11.6	-0.6%	1.2	-8.7%	-6.1%	2.0%	-0.4%
O=C(O)c1ccccc1CSc1nc2ccccc2n1Cc1ccccc1C(=O)O	1.4%	0.2%	i	39.8	1.8%	1	5.7%	-16.2%	14.3%	0.7%
CCOc1ccc(NC(=O)Nc2ccc3c(c2)nnn3C)cc1	0.8%	-0.3%	i	54.0	-2.1%	1.1	-0.6%	0.4%	5.1%	1.6%
CCOC(=O)c1c(C)[nH]c(C(C)=O)c1C	16.4%	0.2%	i	52.3	-1.3%	1.1	1.7%	7.4%	-4.6%	0.8%
Cn1nc(-c2ccc(C(=O)NCCO)cc2)c2ccccc2c1=O	-0.5%	0.6%	i	24.7	-2.8%	nt	nt	nt	12.6%	0.2%
CCOc1ccc(S(=O)(=O)N2CCC(C(=O)N3CCN(c4ccccc4)CC3)CC2)cc1	1.2%	-0.7%[50 µM]	i	19.4	nt	nt	nt	nt	nt	-1.2%
O=C(OCCCCN1C(=O)c2ccccc2C1=O)c1ccc(S(=O)(=O)N2CCCC2)cc1	2.0%	5.9%	i	22.5	-1.0%	1.1	2.4%	2.8%	-2.6%	0.1%
Cc1cccc(N/C=C/C(=C(C#N)C#N)N(C)C)c1	0.7%	-0.1%	i	9.7	-3.5%	1.1	11.3%	13.7%	-7.2%	0.4%
CCOC(=O)NC(=O)c1cn(Nc2ncc(C(F)(F)F)cc2Cl)c(=O)[nH]c1=O	1.1%	0.1%	i	43.9	-1.1%	nt	nt	nt	-8.1%	0.9%
O=C(CC1C(=O)NCCN1C(=O)c1ccc([N+](=O)[O-])cc1)Nc1cccc(Cl)c1 (stereo not drawn)	0.7%	0.2%[50 µM]	i	66.9	nt	nt	nt	nt	nt	-0.1%
CCC(=O)NC(=S)Nc1cccc(NC(=O)CC)c1	1.1%	0.3%	i	49.1	7.3%	1.1	6.4%	9.5%	7.6%	-0.2%
O=C(NCC1CCCO1)c1ccc(CS(=O)(=O)c2ccc(Br)cc2)o1 (stereo not drawn)	-0.5%	-4.0%	i	43.2	-7.3%	0.9	-6.7%	-3.1%	6.6%	-0.7%

A different layout for part of the listing above.
structure,RSV antiviral HEp-2,UTI89 phage lysis,T cell modulator,T cell modulator vesicle-bound %,M1AAP inhibition,TNAP activators,human PMI inhibitors,PMI inhibitors,P. falciparum M17LAP,West Nile antiviral
Cn1nc(-c2ccc(C(=O)NCCO)cc2)c2ccccc2c1=O,-0.5%,0.6%,i,24.7,-2.8%,nt,nt,nt,12.6%,0.2%
CCOc1ccc(S(=O)(=O)N2CCC(C(=O)N3CCN(c4ccccc4)CC3)CC2)cc1,1.2%,-0.7%[50 µM],i,19.4,nt,nt,nt,nt,nt,-1.2%
O=C(OCCCCN1C(=O)c2ccccc2C1=O)c1ccc(S(=O)(=O)N2CCCC2)cc1,2.0%,5.9%,i,22.5,-1.0%,1.1,2.4%,2.8%,-2.6%,0.1%
Cc1cccc(N/C=C/C(=C(C#N)C#N)N(C)C)c1,0.7%,-0.1%,i,9.7,-3.5%,1.1,11.3%,13.7%,-7.2%,0.4%

2 compounds from above, showing only T cell modulator vesicle-bound %:
smiles | T cell modulator vesicle-bound %
CCC(C)(C)C1CCc2c(sc(N)c2C(N)=O)C1 (stereo not drawn) | 43.5
Cc1cccc(NC(=O)CSc2nnc(C)n2Cc2ccccc2)c1 | 11.6

Further entries
SMILES	RSV antiviral HEp-2	UTI89 phage lysis	T cell modulator	T cell modulator vesicle-bound %	M1AAP inhibition	TNAP activators	human PMI inhibitors	PMI inhibitors	P. falciparum M17LAP	West Nile antiviral
CCOc1ccc2[nH]c(C)c(CN(C)C)c(=O)c2c1	2.9%	-4.2%	i	18.1	3.7%	1.1	4.8%	2.9%	-6.0%	-0.5%
NC(=O)C1(N2CCCCC2)CCN(C(=O)CSc2nc3ccccc3[nH]2)CC1	2.2%	1.6%	i	20.6	4.5%	1.1	-19.4%	-13.7%	0.4%	-0.2%
Cc1ccc(N2C(=O)C3ON(c4ccccc4)C(c4ccncc4)C3C2=O)c(C)c1 (stereo not drawn)	-0.3%	0.2%	i	21.7	9.4%	1.1	-0.3%	-0.3%	8.9%	-0.2%
COc1cc(OC)c2c(-c3ccccc3)cc(=O)oc2c1C(CCN1CCN(c2ccccc2)CC1)c1ccc(N(C)C)cc1 (stereo not drawn)	-0.6%	0.7%	nt	nt	-3.1%	nt	nt	nt	-17.4%	-0.5%
COc1ccc(/C=C2\CCCc3c2nc2ccccc2c3C(=O)O)cc1OC	0.3%	2.4%[50 µM]	i	37.3	9.3%	nt	nt	nt	-1.2%	0.3%
Fc1ccc(OCCCCCN2CCCC2)cc1	-0.8%	0.1%	i	39.3	5.3%	1.1	-0.4%	1.4%	11.7%	0.9%
Cn1ccnc1SCC(=O)Nc1ccc(Oc2ccccc2)cc1	3.2%	0.2%	i	45.6	0.5%	1.1	3.3%	9.4%	-13.8%	0.3%
Cc1nn(-c2ccc(F)cc2)c(Cl)c1/C=N/NC(=O)c1cccs1	2.2%	1.9%	i	52.1	8.3%	1.1	2.4%	3.6%	12.3%	-0.4%
CC(=O)c1cnn(-c2ccc(Cl)c(Cl)c2Cl)c1C	5.0%	nt	i	13.7	3.7%	nt	nt	nt	13.7%	0.1%
CCCCCn1c(=O)c(C(=O)c2ccccc2)nc2ccccc21	9.7%	0.3%	i	19.5	4.3%	1	6.1%	14.4%	-7.1%	0.6%
COc1ccccc1N(C(=O)CNC(=O)c1ccco1)C(C(=O)NC1CCCCC1)c1ccncc1 (stereo not drawn)	1.2%	0.3%	i	10.9	nt	nt	nt	nt	nt	0.5%
O=C1CCN=C(Nc2ccc(F)cc2)N1Cc1ccccc1	0.7%	0.9%	i	37.0	-9.4%	1.2	-27.0%	-4.2%	-9.2%	-0.7%
CCOC(=O)CC(NS(=O)(=O)c1ccc(OC)c(OC)c1)c1cccc([N+](=O)[O-])c1 (stereo not drawn)	1.0%	4.9%	i	28.8	7.6%	1	2.6%	5.2%	9.4%	1.1%
CCn1c(-c2ccsc2)nc2c1c(=O)[nH]c(=O)n2Cc1ccccc1	-0.9%	0.5%	i	23.5	2.7%	1.1	0.8%	-6.7%	-0.9%	-0.5%
COc1cccc(NC(=O)CN(C)C(C)C(=O)Nc2ccc(S(=O)(=O)N3CCCC3)cc2)c1 (stereo not drawn)	0.5%	0.1%	i	39.9	6.3%	1.2	-9.5%	-9.4%	3.3%	-0.8%
CC(=O)Nc1ccc(N2C(=O)CSC2c2ccc(F)cc2)cc1 (stereo not drawn)	0.5%	-0.4%	i	25.5	7.5%	1.1	6.2%	8.4%	20.6%	-0.2%
COc1ccc(-c2nn3c(-c4ccccc4)nnc3s2)cc1OC	-0.8%	1.6%	i	7.1	12.9%	1.1	-1.1%	-1.0%	-12.5%	1.0%
O=C(C1CCC(=O)N(C2CCCC2)C1)N1CCN(Cc2cccc(Cl)c2)CC1 (stereo not drawn)	3.6%	1.2%[50 µM]	i	51.2	nt	nt	nt	nt	nt	-0.2%
COC(=O)c1ccsc1NC(=O)CSc1nnnn1Cc1ccccc1	1.9%	0.2%	i	58.2	2.4%	1	-26.6%	-34.8%	7.6%	0.3%
CC(=O)Nc1nonc1-c1nc2ccccc2n1Cc1ccccc1	0.7%	0.9%	i	22.1	-2.8%	1.1	1.8%	3.2%	-11.4%	-0.5%
CC(C)(C)Nc1nc(N2CCCC2)nc(N2CCCC2)n1	3.8%	0.3%	i	28.7	1.0%	1	3.9%	8.3%	5.7%	-0.3%
CCn1c(SCC(=O)Nc2ccccc2)nc2c1c(=O)n(C)c(=O)n2C	8.2%	0.7%	i	63.9	6.9%	1.1	-1.9%	0.8%	-4.7%	0.0%
CCCNC(=O)C1CCN(S(=O)(=O)c2ccc(-c3nn[nH]n3)cc2)CC1	-0.9%	0.1%	i	4.4	0.5%	1.1	5.5%	8.8%	3.0%	0.0%
CCC(C)(C)c1ccc(OCCCC[n+]2ccc(C)cc2)c(C(C)(C)CC)c1	-3.5%	nt	i	43.3	1.0%	0.9	11.7%	3.4%	-0.3%	-1.3%
C/C(Cn1cnc([N+](=O)[O-])n1)=N\NC(=O)c1cccnc1	1.4%	0.7%[50 µM]	i	0.0	0.6%	1	-17.4%	-28.7%	25.9%	-0.2%
CCC(=O)Nc1c(-c2ccc3ccccc3c2)nc2ccccn12	1.2%	0.2%	i	29.6	nt	nt	nt	nt	nt	-0.7%
NNC(=O)CSc1nc(-c2ccccc2)cn1-c1ccccc1	0.0%	-0.7%	i	9.2	6.9%	nt	nt	nt	8.0%	-0.4%
Cc1[nH]n(-c2ccccc2)c(=O)c1/C=N/N(c1ccccc1)c1ccccc1	0.2%	0.0%	i	30.4	-2.1%	1.1	3.5%	8.3%	14.8%	0.5%
CCOc1ccccc1Nc1cc(C)nc2nnnn12	-1.7%	1.5%	i	51.2	-1.2%	1.1	-8.4%	-3.8%	8.5%	0.1%

High-throughput results (PubChem)
